# NALP3 yeast inh = NALP3 inflammasome inhibitors in reconstituted yeast, primary screen, luminescence, uHTS; Yeast reconstituted NLRP3/ASC/caspase-1, beta-gal luminescence, 24 h; inhibition, % at 10 µM; hit rate 0.39% among 330,000; AID 2825, 2010;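 active = inhibition of 50% or more; inactive = inhibition below 50%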;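 also: plate controls were induced DMSO wells for no effect and uninduced yeast grown without galactose for full effect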
# APJ antagonist = antagonists of human apelin receptor APJ, primary screen, CHO-K1 cells, beta-arrestin complementation, luminescence; inhibition, % at 20 µM; AID 2521, 2010; hit rate 0.32% among 330,000; P35414;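 active = inhibition above about 40% at 20 µM, limit read from the data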;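 also: cells challenged with 10 nM apelin-13 agonist together with compound; plate controls were apelin-13 plus DMSO wells for no effect and DMSO wells lacking apelin-13 for full effect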
# Target sequence (P35414 whole entry, looked up): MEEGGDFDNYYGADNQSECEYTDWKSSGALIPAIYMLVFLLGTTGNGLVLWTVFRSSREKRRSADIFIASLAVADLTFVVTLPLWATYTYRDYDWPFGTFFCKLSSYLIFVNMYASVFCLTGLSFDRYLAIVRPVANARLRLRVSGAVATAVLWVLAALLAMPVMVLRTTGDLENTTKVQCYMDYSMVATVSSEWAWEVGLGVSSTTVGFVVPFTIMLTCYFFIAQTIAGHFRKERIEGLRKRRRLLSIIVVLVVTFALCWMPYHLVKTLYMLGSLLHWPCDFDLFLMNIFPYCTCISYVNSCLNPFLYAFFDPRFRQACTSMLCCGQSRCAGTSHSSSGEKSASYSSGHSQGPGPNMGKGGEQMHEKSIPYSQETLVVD
# APJ agonist = agonists of human apelin receptor APJ, primary screen, CHO-K1 cells, PathHunter beta-arrestin, luminescence; P35414; 0% DMSO wells, 100% apelin; activation, % at 20 µM; hit rate 0.11% among 330,000; AID 2520, 2010;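 active = activation more than six SD over the plate average, tested at 20 µM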;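 also: 0% = DMSO alone and 100% = apelin-13 at 10 nM; some results filed as inactive read as strong as hits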
#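 Assay system: CHO-K1 cells stably expressing ProLink-tagged human APJ and arrestin–beta-gal acceptor. Compound dosing: 20 µM single point, 1% DMSO. Times: 16-18 h seeding, 90 min dark compound exposure, 60 min detection. Detection: beta-gal luminescence. Evaluation: APJ–arrestin association signal. Controls: negative DMSO alone, positive Apelin-13 at 10 nM.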
# TIM10 inh = growth inhibitors of isogenic TIM10 control yeast, primary screen, counter-screen for tim10-1 yeast inhibitor project, luminescence, uHTS; hit rate 1.4% among 330,000; S. cerevisiae TIM10 strain growth, BacTiter-Glo luminescence, 24 h; inhibition, % at 10 µM;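 active = inhibition of 40% or more at the single tested concentration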;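 also: wild-type TIM10 isogenic control strain grown at permissive 25 °C; 0% = DMSO yeast wells and 100% = minimal medium wells without yeast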
# beta cell repl = inducers of MIN6 beta-cell proliferation, primary screen, ATP luminescence, uHTS; MIN6 cells proliferation, ATPlite luminescence, 48 h; cells starved in 0.2% serum; 100% = growth in 10% serum; proliferation, % at 10 µM; hit rate 0.29% among 330,000;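 active = compounds whose signal lies at least 3.5 SD above the mean of all wells on their plate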;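 also: 0% = DMSO-treated cells in low-serum medium and 100% = 10% serum control; some compounds called inactive have numbers as strong as hits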
# MPTP block = mitochondrial permeability transition pore inhibitors, primary screen, biochemical, isolated mouse mitochondria, absorbance; inhibition, % at 10 µM; AID 602449, 2012; Ca2+ swelling absorbance, 30 min; hit rate 1.4% among 360,000;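 active = inhibition of 50% or more, scaled per plate between neutral and stimulator controls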;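 also: 0% = DMSO wells given calcium and 100% = 1 mM EGTA wells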
# tim23-1 inh = growth inhibitors of tim23-1 mutant yeast, primary screen, luminescence, uHTS; hit rate 1.3% among 330,000; inhibition, % at 20 µM; S. cerevisiae tim23-1 growth, BacTiter-Glo luminescence, 24 h;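 active = growth inhibition of the mutant yeast at or above 50%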;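 also: temperature-sensitive mutant grown at 25 °C; plate controls were DMSO-treated mutant yeast for no effect and medium wells lacking yeast for full effect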
# GRIN3A LBD mod = binders of NR3A ligand-binding domain, primary screen, biophysical, differential scanning fluorimetry, uHTS; AID 1259313, 2017; Glutamate receptor ionotropic, NMDA 3A (GRIN3A) ligand-binding domain; hit rate 2.5% among 340,000; NR3A LBD differential scanning fluorimetry, Tm shift; 0% = protein alone, 100% = glycine-bound protein; Tm shift relative to glycine control, % at 25 µM;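 active = melting temperature shift of at least 10% of the positive control shift, at one fixed dose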
# tim10-1 inh = growth inhibitors of tim10-1 mutant yeast, primary screen, luminescence, uHTS. S. cerevisiae tim10-1 ts strain growth, BacTiter-Glo, 24 h. inhibition, % at 20 µM. hit rate 2.2% among 330,000. AID 463190, 2010;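 active = inhibition of at least 40%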;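 also: mutant grown at 25 °C; 0% = DMSO wells with yeast and 100% = wells holding no yeast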
# The depositor's hits bear a star; . = no result given; & = joins results of further samples.
SMILES,NALP3 yeast inh,APJ antagonist,APJ agonist,TIM10 inh,beta cell repl,MPTP block,tim23-1 inh,GRIN3A LBD mod,tim10-1 inh
CC(C)(C)CC(=O)NC(=S)NCCc1ccccc1,26,-1,-4,29,-7,-0.1,38,3,37
Cc1c(C=O)c2ccccn2c1C(=O)c1ccncc1,-27,5,-3,11,-2,-1.6,17,0,14
Cc1ccc(N2C(=O)C(CN3CCCCC3)C2c2ccccc2)cc1 (stereo not drawn),23,2,-4,-6,-4,-1.6,17,4,4
COc1ccc(OCC(=O)N2c3ccccc3CCc3ccccc32)cc1,3,-1,-2,18,0,0.0,21,-2,25
Cc1ccc(S(=O)(=O)N(C)C)cc1NC(=S)Nc1ccc2cn[nH]c2c1,3,-28,2,16,-1,-1.7,18,7,13
CN(C)c1ccc(/C=c2\sc3n(c2=O)CCCN=3)cc1,40,4,-2,-15,-4,-5.2,27,1,8
O=C(NCc1ccco1)c1ccccc1Nc1ccc(F)cc1,17,1,-2,44*,-4,3.3,47,-8,52*
Cc1ccc(C(=O)O)cc1NC(=S)NC(=O)c1ccc(COc2ccccc2)cc1,15,-41,-1,12,-1,-0.2,21,-2,4
CCOc1cc(CNCc2ccc(C(=O)O)cc2)ccc1OC,19,-3,-3,5,-2,-0.9,0,-1,-2
NCCCC[C@H]1CNC(=S)N1CCc1cccc(F)c1,8,12,-5,-3,1,0.6,-3,0,-13
O=C(Nc1ccc(S(=O)(=O)N2CCCC2)cc1)c1ccc2c(=O)n3c(nc2c1)CCCCC3,15,-2,3,7,1,0.2,-2,-3,6
Nc1nnc(SCC(=O)NC2CCCCCCC2)s1,9,7,-5,4,3,-1.0,7,-1,0
COc1ccc(CNC(=O)C(=O)NCC2OCCN2S(=O)(=O)c2ccc(C)cc2)cc1 (stereo not drawn),7,0,-1,4,-1,-1.4,3,1,0
COc1cc(NC(=O)c2ccc(-c3cccc([N+](=O)[O-])c3)o2)ccc1NC(=O)C(C)C,14,-22,15,-11,1,0.8,2,1,16
O=C(Nc1cccn2ncnc12)C(Cl)Cl,1,-1,-4,-3,-3,-1.1,-53,2,12
COCCNC(=O)Nc1ccc(F)cc1,16,-4,-3,-13,1,-2.7,-11,-2,-5
CCOc1ccccc1-c1nc(-c2ccc(NC(=O)Cc3ccc(OC)cc3)cc2)no1,33,-10,22*,2,-3,1.5,-7,8,-2
COC(=O)c1ccccc1Oc1ccc(NC(=O)c2ccco2)cc1,51*,1,-2,17,3,-0.2,20,-1,16
O=C(COc1ccc(Br)cc1Cl)NC1CCN(Cc2ccccc2)CC1,29,7,0,-48,1,-0.1,4,-4,2
CC(C)CCNC(=O)CN(Cc1ccco1)C(=O)CCC(=O)Nc1nccs1,15,5,0,2,0,-2.5,9,-1,-1
O=C(NCc1ccc(F)cc1)c1cc(S(=O)(=O)N2CCOCC2)ccc1F,3,20,-3,-1,-1,-2.0,21,10,8
CN(C)Cc1c(C#N)c2ccccc2n1C,5,0,-3,-2,-3,-1.4,-3,2,4
CC(C)(C)NC(=O)CN(Cc1cccs1)C(=O)C1COc2ccccc2O1 (stereo not drawn),27,11,-1,8,0,3.9,20,-2,20
Cn1c(=O)c2c(nc(CN3CCN(C(=O)c4ccco4)CC3)n2Cc2cccc(Cl)c2)n(C)c1=O,9,14,-4,9,5,0.9,12,-1,11
Oc1ccc(NC(=S)Nc2ccc(F)cc2)cc1,8,-9,-1,-4,-2,1.9,3,9,-2
C=CCNc1nc(Nc2ccc([N+](=O)[O-])cc2)nc(OC)n1,9,12,-1,-3,0,1.7,-2,-2,22
O=C(Nc1ccnn1C1CCN(C2CCOCC2)CC1)c1cccc(F)c1,16,8,1,-5,0,-0.7,-1,4,-6
CS(=O)(=O)N1CCC(C(=O)NCCC2=CCCCC2)CC1,22,16,0,-2,2,1.2,10,1,-2
CN1C(=O)c2cccc3c(Br)ccc(c23)C1=O,-15,18,-1,7,6,0.6,45,-2,-11
CCCc1cc(-c2n[nH]c(C)c2-c2ccc(C(=O)OCC)o2)c(O)cc1O,8,9,0,5,-5,1.1,23,35*,11
COc1ccc(N2CC(C(=O)Nc3cccc(S(=O)(=O)N4CCCC4)c3)CC2=O)c(OC)c1 (stereo not drawn),16,0,1,15,-3,0.0,26,-2,14
O=C(c1ccccc1Cl)N1CCN(S(=O)(=O)c2cccs2)CC1,7,-1,-3,7,4,-0.4,8,1,2
CC(/C=N/NC(=O)c1nnn(-c2nonc2N)c1C)=C\c1ccccc1,2,10,1,-6,-1,1.6,-17,7,-30
COc1cc(C(=O)Nc2nnc(C(C)(C)C)s2)c([N+](=O)[O-])cc1OC,11,9,-2,10,0,-1.4,5,-3,12
Cc1cc(C(=O)CN2c3cccc4cccc(c34)S2(=O)=O)c(C)n1C,13,-10,-1,5,-6,0.7,27,0,6
Cc1cc(C)cc(N(C(=O)c2csnn2)C(C(=O)NC(C)(C)C)c2ccncc2)c1 (stereo not drawn),4,-3,-3,4,-3,-0.7,19,0,2
COc1ccccc1S(=O)(=O)Cc1ccc(C(=O)NCCN2CCCCCC2)o1,-1,4,-2,4,-1,-1.7,7,0,3
CCCS(=O)(=O)c1ccc(COC(=O)Cc2ccc([N+](=O)[O-])cc2)cc1,-5,12,-1,10,-1,-0.6,26,2,9
O=C(O)c1ccc(/C=N/Nc2nc3ccccc3[nH]2)cc1,-17,8,-5,-27,-2,0.4,-24,-1,-4
COc1ccccc1CNC(=O)C/C(C)=N/NC(=O)Cc1ccc(Cl)cc1,13,10,2,-4,-1,0.1,-5,0,-1
CC(=O)C1=C(C)Nc2ncnn2C1c1ccccc1OCc1ccccc1 (stereo not drawn),0,16,-4,-4,3,-0.9,17,0,18
COc1ccc(CCC(=O)NC2=NCCS2)cc1OC,11,13,-3,1,1,0.9,9,-1,3
CCOC(=O)C1=C(O)C(=O)N(Cc2cccnc2)C1c1ccc(C)cc1 (stereo not drawn),2,-3,-1,-2,-1,-2.0,1,-1,7
Cc1ccc(C)c(N2CC(O)(c3cccs3)[N+]3=C2CCCC3)c1 (stereo not drawn),5,22,-6,-3,-5,0.8,-6,0,15
COc1ccc2c(c1)CCCN2C(N)=O,16,-23,0,-16,-2,-0.2,1,0,-16
O=C(c1ccc(-n2cccn2)cc1)N1CCc2ccccc2C1,6,8,-2,22,-3,-1.4,17,0,12
Cc1ccc(S(=O)(=O)NC(C)(C)CSc2ccccn2)cc1,-2,15,-4,13,0,-0.1,31,-1,10
CC(NC(=O)CN(C)CC(=O)Nc1ccc(Cl)c(C(F)(F)F)c1)c1ccccc1 (stereo not drawn),5,-41,-5,11,-5,-0.8,3,-5,35
CC1CN(S(=O)(=O)c2csc(C(=O)Nc3ccccc3)c2)CC(C)O1 (stereo not drawn),0,-32,-1,-5,1,0.0,1,16*,1
COc1ccc(C)cc1NC(=O)CCCN1C(=O)CCC1=O,-4,-2,-2,1,1,-1.3,-21,0,2
Cc1ccn(C(C)CC(=O)Nc2ccc(-c3ccno3)cc2)n1 (stereo not drawn),22,11,2,-1,-4,-0.8,18,1,2
COC(=O)c1c(-c2ccccc2OC)sc2ccccc12,19,6,-4,16,-3,1.9,32,4,26
Cc1cc(C(=O)N/N=C/c2cn[nH]c2-c2ccccc2)cs1,9,-7,1,-3,0,-1.5,10,-1,13
c1ccc(-n2cnnc2SCc2cn3ccsc3n2)cc1,-8,4,0,0,-3,-0.5,-1,3,5
COC(=O)C[C@H]1c2cc(C(F)(F)F)ccc2S(=O)(=O)N1c1ccc(N(C)C)cc1,5,-20,9,-4,-5,-0.9,14,-1,0
COc1ccc(NC(=O)Nc2ccc3c(c2)C(=O)N([C@@H](C)CO)C[C@@H](C)[C@@H](CN(C)S(=O)(=O)c2cccs2)O3)cc1,7,22,-1,7,-5,0.8,12,3,-6
CC1=CCC2C(=O)N(c3cccc(C(=O)NC(C)c4ccccc4)c3)C(=O)C2C1 (stereo not drawn),10,-7,0,5,-2,0.5,1,-2,7
COc1ccc(Cl)cc1NC(=O)NCc1ccco1,-7,-7,-4,11,-3,3.3,23,-1,35
O=C(CCN1C(=O)c2ccccc2C1=O)NNC(=O)c1ccc(Cl)cc1Cl,-10,-2,-3,-22,0,-0.8,-12,-1,7
CCCn1c(=O)c2ccccc2n2c(SCC(=O)N3CCc4ccccc4C3)nnc12,15,-8,-2,9,0,1.4,13,-3,10

# Later entries
SMILES,NALP3 yeast inh,APJ antagonist,APJ agonist,TIM10 inh,beta cell repl,MPTP block,tim23-1 inh,GRIN3A LBD mod,tim10-1 inh
COc1ccc(SCCN2CC[C@@H](C)CCC2=O)cc1,21,10,-1,9,7,-1.3,39,3,24
Cc1ccc(C)c(NC(=S)N/N=C2\CCc3ccccc32)c1,38,11,-2,37,-5,6.3,31,-6,30
Cc1c(N=C2Nc3cccc4cccc2c34)c(=O)n(-c2ccccc2)n1C,13,11,-2,31,-2,-0.4&0.5,27,-2&2,36
Cc1cccc(OCCn2c(-c3ccco3)nc3ccccc32)c1,24,15,-5,30,-3,1.8,48,4,34
CC(NCC(=O)Nc1ccccc1C(=O)NC1CC1)c1ccc(S(C)(=O)=O)cc1 (stereo not drawn),12,-3,1,6,-1,-0.1,1,0,7
Cc1noc(C)c1-c1nc(CS(=O)(=O)c2ccccc2)no1,6,8,-1,11,2,1.3,8,2,6
C=C(C)CSc1ncc(-c2cccc(C(F)(F)F)c2)cn1,6,8,-7,0,-1,6.6,4,1,12
O/N=C/CCn1c(=S)sc2ccccc21,1,-12,4,11,0,-2.4,19,1,16
O=C(CSc1nnc(-c2ccco2)n1CC1CCCO1)NC1CCCC1 (stereo not drawn),-15,-15,-2,5,0,4.8,10,1,2
CCOc1cc(C(C#N)N2CCOCC2)ccc1OC (stereo not drawn),13,18,-3,8,-1,-1.1,11,0,-8
Cc1ccc(NC(=O)Cn2cnc3ccccc32)cc1C,15,4,-1,8,0,-1.1,1,1,-5
CCOC(=O)c1cnn(-c2ncnc3c2cnn3Cc2ccccc2)c1N,14,-10,9,-12,3,.,-2,.,2
O=C(NC1=NCCS1)c1nc(-c2ccccc2)n(-c2ccccc2)n1,6,7,-3,12,-2,-1.1,15,-5,16
O=C1C(=O)N(Cc2ccco2)C(c2cccs2)/C1=C(\O)c1cccc([N+](=O)[O-])c1 (stereo not drawn),7,6,0,4,0,6.3,8,2,-10
CCN(CC)C(=O)Cn1c(=O)n(-c2ccccc2)c(=O)n1CC(=O)N(CC)CC,1,-1,0,11,1,0.1,2,0,9

# By substructure, the compounds so far with a COOH group
SMILES,NALP3 yeast inh,APJ antagonist,APJ agonist,TIM10 inh,beta cell repl,MPTP block,tim23-1 inh,GRIN3A LBD mod,tim10-1 inh
Cc1ccc(C(=O)O)cc1NC(=S)NC(=O)c1ccc(COc2ccccc2)cc1,15,-41,-1,12,-1,-0.2,21,-2,4
CCOc1cc(CNCc2ccc(C(=O)O)cc2)ccc1OC,19,-3,-3,5,-2,-0.9,0,-1,-2
O=C(O)c1ccc(/C=N/Nc2nc3ccccc3[nH]2)cc1,-17,8,-5,-27,-2,0.4,-24,-1,-4

# High-throughput results (PubChem)
